ABCB6 inh MLPCN: inhibitors of human ABC transporter ABCB6; AID 602162; 360,000 tested, 0.19% active; Q9NP58; fluorescence ratio to DMSO, % at 10 µM; K562-ABCB6 porphyrin accumulation, flow cytometry, 1 h; hits give low values;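 active = fluorescence ratio to DMSO below 75%, the collection mean minus 3 SD; inconclusive = too few cells collected in the well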;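 also: signal is porphyrin accumulated inside mitochondria; 100% equals median channel fluorescence of DMSO control wells; lower ratio means ABCB6 inhibition with less porphyrin fluorescence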
Exocytosis inh: blocks lytic granule exocytosis. AID 651702. inhibition, % at 10 µM. TALL-104 LAMP-1 surface exposure, flow cytometry; cells stimulated with thapsigargin and PMA. 360,000 tested, 0.66% active;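 active = inhibition above about 55%, limit read from the data; inconclusive = no clear call, values can overlap the other calls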
MC4R ag barr: human MC4R agonism via beta-arrestin; activation, % at 8.9 µM; P32245; U2OS MC4R beta-arrestin complementation, luminescence; percent of melanotan II response, DMSO zero; AID 540308; 360,000 tested, 0.98% active;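 active = activation above a per-plate cutoff, the mean activation of sample wells on that plate plus 3 SD, cut at about 8% in these data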
Target sequence (P32245 whole entry, looked up): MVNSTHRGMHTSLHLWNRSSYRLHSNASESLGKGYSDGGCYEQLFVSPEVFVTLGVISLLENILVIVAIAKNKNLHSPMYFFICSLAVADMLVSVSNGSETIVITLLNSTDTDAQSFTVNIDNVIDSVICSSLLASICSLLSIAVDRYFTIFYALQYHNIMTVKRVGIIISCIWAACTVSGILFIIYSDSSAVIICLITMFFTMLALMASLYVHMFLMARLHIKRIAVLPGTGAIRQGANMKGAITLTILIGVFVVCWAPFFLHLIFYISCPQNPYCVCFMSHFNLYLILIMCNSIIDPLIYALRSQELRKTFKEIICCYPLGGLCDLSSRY
aDG glyco act: increases alpha dystroglycan glycosylation; Pro5-aDG cells, alpha-DG glycosylation AlphaScreen (IIH6); 0% Pro5, 100% B10-LARGE cell signal; activation, % at 10 µM; 360,000 tested, 0.22% active; AID 624168;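 active = activation of at least 8% versus controls, or a plate z-score of at least 8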;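 also: Pro5 are CHO cells carrying HIG-tagged alpha-DG that lacks glycosylation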
ABHD5-PLIN5 inh: blocks binding of human ABHD5 to perilipin-5 | Q00G26+Q8WTS1 | Split G. princeps luciferase complementation, luminescence, 4 h | inhibition, % at 4 µM | 360,000 tested, 0.78% active;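 active = inhibition above the mean inhibition across every tested compound plus 3 SD, cut at about 22% in these data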;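 also: 0% = DMSO only wells and the 100% control is not disclosed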
Vif imaging: blocks HIV Vif function; HEK293T cells, Vif self-association by quenched fluorescence, imaging, 24 h; inhibition, % at 7.49 µM; 340,000 tested, 0.35% active; AID 602346; in the data active = inhibition above about 50%, passing the limit was not always enough; inconclusive = no clear call, values can overlap the other calls; inactive = below about 31%; also: some results filed as inactive read as strong as hits
MC4R antagonist: human MC4R antagonism in cAMP assay | MC4R-expressing cells, MTII-stimulated cAMP, LANCE TR-FRET | 360,000 tested, 0.48% active | inhibition, % at 6.5 µM | P32245;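 active = inhibition above its plate's cutoff, the mean of tested wells on that plate plus 3 SD, cut at about 29% in these data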;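 also: 0% = Melanotan II alone and 100% = Melanotan II plus saturating MCL0020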
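material = U2OS cells stably expressing human melanocortin 4 receptor (MC4R) | also added = Melanotan II challenge | dosing = single nominal compound dose of 6.5 µM | detection = TR-FRET with Eu-cAMP and labeled anti-cAMP, 671 nm | replication = singlicate | timing = compound 30 min, challenge 1 h, detection 1 h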
N-glyco inh: blocks N-linked glycosylation in D54 reporter cells. D54 ERlucT glycosylation luciferase reporter, 24 h; percent of 100 nM tunicamycin response. reporter increase, % at 12.5 µM. 360,000 tested, 0.23% active. AID 588692;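 active = mean luciferase reporter signal, scaled so untreated is 0 and the glycosylation-blocking control 100, at or above a set limit in every replicate; inconclusive = mean reaches the limit but not every replicate does; inactive = mean below the limit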;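 also: luciferase carries N-glycosylation sites so blocking glycosylation raises the light; 0% = median of neutral control wells and 100% = median of 100 nM tunicamycin wells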
NOD2 RIPK2 PPI: blocks binding of human NOD2 to RIPK2; AID 624267; 360,000 tested, 0.38% active; O43353; inhibition, % at 4.98 µM; CHO BLA complementation NOD2-RIPK2, CCF4 ratio; in the data active = inhibition above about 21%;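 also: 0% = vehicle only and 100% = reference blocker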
Target sequence (O43353 whole entry, looked up): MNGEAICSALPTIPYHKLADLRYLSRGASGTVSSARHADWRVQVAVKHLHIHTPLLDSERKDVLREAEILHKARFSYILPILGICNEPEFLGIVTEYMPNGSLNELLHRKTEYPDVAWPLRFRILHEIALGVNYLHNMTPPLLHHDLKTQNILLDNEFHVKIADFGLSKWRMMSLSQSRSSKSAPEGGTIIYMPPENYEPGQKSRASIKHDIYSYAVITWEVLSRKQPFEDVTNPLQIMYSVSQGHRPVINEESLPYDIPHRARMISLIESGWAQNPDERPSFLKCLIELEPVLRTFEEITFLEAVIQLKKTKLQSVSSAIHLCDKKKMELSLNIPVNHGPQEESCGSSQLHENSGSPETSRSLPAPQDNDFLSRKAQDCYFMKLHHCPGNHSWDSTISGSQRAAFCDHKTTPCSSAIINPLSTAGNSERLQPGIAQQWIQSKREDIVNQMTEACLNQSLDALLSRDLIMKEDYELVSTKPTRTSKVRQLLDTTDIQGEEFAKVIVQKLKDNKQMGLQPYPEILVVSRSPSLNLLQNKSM
TLR9-MyD88 inh: inhibitors of human TLR9-MyD88 binding; Q9NR96+Q99836; CHO BLA complementation TLR9-MyD88, CCF4 FRET ratio; inhibition, % at 4.98 µM; 340,000 tested, 0.21% active; AID 504734;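 active = inhibition above the mean over all tested compounds plus 3 SD, cut at about 21% in these data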;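 also: 0% = DMSO only wells and 100% = clavulanate BLA inhibitor control wells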
An asterisk follows results filed as active; ? = inconclusive; nt = no result given. The list is partial; the hit share may differ from the screen's.

No.	Structure	ABCB6 inh MLPCN	Exocytosis inh	MC4R ag barr	aDG glyco act	ABHD5-PLIN5 inh	Vif imaging	MC4R antagonist	N-glyco inh	NOD2 RIPK2 PPI	TLR9-MyD88 inh
1	OC(COc1ccccc1)CN1C2=NCCCN2c2ccccc21 (stereo not given)	100	2	-0.7	-0.1	1	nt	2	0	-6	-5
2	COc1cccc(NC(=O)C(C)NS(=O)(=O)c2ccc(Br)cc2)c1 (stereo not given)	98	5	-2.4	-0.1	-5	-10	4	-1	-6	9
3	NS(=O)(=O)c1ccc(CCNC(=O)CSc2cccs2)cc1	101	4	-2.0	-0.2	0	0	-5	2	-3	-5
4	CCOc1ccc(C(CN2CCOCC2)C(C)=O)cc1OC (stereo not given)	95	-2	nt	0.0	34*	6	nt	-3	17	nt
5	O=C(COc1ccccc1C(=O)Nc1ccccc1)c1ccc(F)cc1	97	4	7.6	1.8	-5	-5	17	-1	-7	-2
6	O=C(CN1C(=O)C2CC=CCC2C1=O)Nc1ccc(Br)cc1 (stereo not given)	98	-11	-2.3	-0.2	-1	5	11	2	3	4
7	COc1cc(NC(=O)c2ccc3c(c2)OCCO3)ccc1NC(=O)c1cccs1	99	-2	-1.2	0.1	1	3	-7	-4	-7	6
8	CCOC(=O)C1=CCC(c2ccccc2C)N(S(=O)(=O)c2ccc(C)cc2)C1 (stereo not given)	98	-2	nt	-0.2	-6	nt	nt	-1	-4	nt
9	CC1CCCC(C)N1C(=O)COc1ccc(C(=O)N/N=C/c2ccc(C(=O)O)cc2)cc1 (stereo not given)	87	0	-2.4	-0.1	1	11	-3	3	-7	0
10	CCOC(=O)c1c(C)nc2sc(C(N)=O)c(N)c2c1-c1ccc(OC)cc1	97	-2	-2.6	-0.7	-2	28	-16	-2	-2	-3
11	O=C(NCc1ccccc1)C1=C[C@H](c2csc3ccccc23)C[C@H](OCCCCO)O1	98	-2	-0.3	2.3	-1	-8	25	-4	8	-15
12	CC(C(=O)NCCCN1CCOCC1)n1cccc1C(=O)c1ccccc1 (stereo not given)	96	2	-0.9	-0.1	2	nt	2	2	7	5
13	COc1ccc(/C=N/NC(=O)Cn2nnc3ccccc32)cc1OC	91	-8	-1.3	0.3	1	1	1	1	-6	0
14	CC(Oc1ccccc1)C(=O)Nc1cccc(NC(=O)c2ccco2)c1 (stereo not given)	97	-6	-1.6	0.0	-1	-5	7	0	2	4
15	CCOC(=O)C1CCN(C(c2cc3ccc(C)c(C)c3[nH]c2=O)c2nnnn2C2CCCCC2)CC1 (stereo not given)	97	-3	-0.5	-0.1	4	1	5	-2	-5	1
16	O=C(/C(=C/O)N=Nc1ccccc1)c1ccncc1	94	4	0.1	-0.1	7	nt	0	4	-3	4
17	COc1cnc(SCC(=O)O)[nH]c1=O	96	-7	2.0	0.0	-1	-2	1	1	-11	-6
18	Cc1cc(C)nc(NC(=O)c2ccc([N+](=O)[O-])c(C)c2)n1	101	-5	-0.6	-0.1	6	-6	0	0	-10	-11
19	CCCCn1c(N)c(N(CC)C(=O)c2cc(Br)ccc2Cl)c(=O)[nH]c1=O	91	0	4.0	-0.1	3	2	3	1	-2	4
20	COCCn1nnnc1C(c1ccccc1OC)N1CCN(c2ccccc2F)CC1 (stereo not given)	98	-1	-0.2	-0.3	6	-3	13	0	-4	10
21	COc1ccc(-c2nc(Cn3c(SCc4ccc(C)cc4)nc4ccncc43)c(C)o2)cc1OC	87	8	1.2	-0.1	9	3	5	-3	-6	11
22	O=C(NC1CC2CCC(C1)N2Cc1ccco1)c1ccccc1 (stereo not given)	103	-3	-0.2	-0.1	8	-6	8	2	9	-3
23	O=C(CSc1nc2ccc([N+](=O)[O-])cc2s1)c1ccc2ccccc2c1	102	-8	0.8	-0.1	-7	nt	3	2	-2	-3
24	CC1CCCN(CC(=O)NC(=O)NC2CCCCC2)C1 (stereo not given)	103	-2	-1.2	0.0	-13	10	3	0	-14	-7
25	Cc1cc(N2CCCCC2)nc2ccccc12	91	-1	-2.6	0.6	-3	-3	-1	1	7	15

The listing continues.
No.	Structure	ABCB6 inh MLPCN	Exocytosis inh	MC4R ag barr	aDG glyco act	ABHD5-PLIN5 inh	Vif imaging	MC4R antagonist	N-glyco inh	NOD2 RIPK2 PPI	TLR9-MyD88 inh
26	Clc1ccccc1Cn1nc(-c2ccccc2)nc1-c1ccccc1	124	?	1.0	0.7	-12	-4	-1	1	-15	1
27	O=C(NCCN1CCOCC1)c1ccc(NS(=O)(=O)c2cccc([N+](=O)[O-])c2)cc1	104	-2	0.3	-0.2	0	-7	2	1	-1	-10
28	O=C(NNC(=O)c1ccc(Cl)s1)c1csc(N2CCOCC2)n1	99	-2	-2.6	-0.1	3	4	1	-2	0	-3
29	C/C(=N\NC(=O)COc1ccc(C#N)cc1)c1ccccc1OC(F)F	81	-1	-2.3	3.8	-2	-6	6	1	-1	-10
30	Cc1ccc2c(ccn3cc4c(c(=O)n(C)c(=O)n4C)c23)c1	98	-1	-0.8	0.1	-4	-4	5	-5	-11	3
31	CCCCC1(Br)C(=O)N(c2ccccc2)N(c2ccccc2)C1=O	100	1	2.4	0.0	-8	-8	3	-2	-4	0
32	O=C(NC1c2ccccc2Oc2ccccc21)c1ccc([N+](=O)[O-])cc1	99	5	2.9	0.0	16	2	9	-1	3	16
33	CCCN1CCN(C(=O)CCCNC(=O)Cn2cnc3sc(C)c(C)c3c2=O)CC1	91	0	0.1	0.2	0	nt	-1	-1	1	-2
34	CC(C)CCC(CCN1CCCC1)c1ccc2c(c1)OCO2 (stereo not given)	100	11	0.0	0.1	0	-21	0	-4	-5	0
35	CC(=O)c1sc(NC(=O)CCS(=O)(=O)c2ccc(Cl)cc2)nc1C	102	1	-4.5	3.0	0	4	16	-14	-5	-9
36	Cc1[nH]c(=O)[nH]c(=O)c1N(C)C	94	-3	-1.7	-0.4	-5	nt	1	1	-5	1
37	CCOC(=O)c1cnc2c(C)cc(Cl)cc2c1NCCCN1CCOCC1	102	3	4.6	0.3	-4	21	5	3	3	0
38	Cn1cc(CC(=O)N2CCN(c3ccc(Cl)cc3)CC2)c2ccccc21	114	1	-1.6	0.7	7	-5	-4	-1	7	-6
39	Cc1ccc(S(=O)(=O)Nc2cc(C(=O)Nc3cc(C)cc(C)c3)ccc2Cl)cc1	92	-2	-0.7	0.2	-3	-1	0	-1	5	5
40	CCC(COC)NC(=O)c1ccc(OC)c(OC2CCN(C(C)=O)CC2)c1 (stereo not given)	99	8	-1.0	0.0	3	-1	-1	-2	8	3
41	COc1ccc(/C=C(/NC(=O)c2ccc(C)cc2)C(=O)NCc2ccncc2)cc1	96	-1	-0.7	0.2	-6	-2	12	1	-3	-12
42	Cc1cc(C(=O)Nc2ccccc2C(=O)O)ccc1NC(=O)COc1cccc(C)c1C	101	0	-1.9	-0.1	5	-6	9	5	-16	-5
43	CC(C)OC(=O)CSc1nnc(-c2cccnc2)n1Cc1ccccc1	98	0	-1.6	-0.2	4	1	-7	-4	-14	-5
44	COCCCN1C(=O)C2C(C(=O)Nc3cc(C)cc(C)c3)C3C=CC2(O3)C1C(=O)NC1CCCCC1 (stereo not given)	87	-5	2.7	0.1	17	6	-1	-1	-5	1
45	Cc1ccc(OC2CCN(C(=O)[C@H]3O[C@@H](n4ccc(N)nc4=O)[C@H](O)[C@@H]3O)CC2)cc1	99	0	nt	-0.2	-4	-3	nt	1	-12	nt
46	CCOC(=O)NC(NC(=S)Nc1ccc(OC)cc1)C(Cl)(Cl)Cl (stereo not given)	99	-1	1.5	0.0	2	-4	3	3	5	3
47	Cc1cc(C)c(NC(=O)COc2ccccc2C(=O)Nc2ccc3c(c2)oc2ccccc23)c(C)c1	83	2	-1.5	-0.7	-2	?	5	1	8	-10
48	COc1ccc(NC2=C3CCCC=C3N(c3ccc(OC)cc3)C2=O)cc1	102	4	2.3	0.1	-1	-6	0	-7	-1	-8
49	S=c1[nH]nc(COc2ccc(Cl)cc2)n1Cc1ccco1	92	1	-1.4	0.6	-3	-1	0	0	-5	7
50	COc1cccc(CCC(=O)Nc2cc3c(cc2C(=O)O)OCCCO3)c1OC	102	4	-2.0	0.2	1	-1	-3	0	-17	1

(listing goes on)
No.	Structure	ABCB6 inh MLPCN	Exocytosis inh	MC4R ag barr	aDG glyco act	ABHD5-PLIN5 inh	Vif imaging	MC4R antagonist	N-glyco inh	NOD2 RIPK2 PPI	TLR9-MyD88 inh
51	CC(C)CN(CCC(=O)O)CC(C)C	96	11	-2.0	0.1	-7	-14	2	2	-11	-2
52	CCOc1ccc(NC(=O)N(Cc2ccc(C)cc2)Cc2ccccn2)cc1	97	1	-0.4	-0.2	3	-3	11	-1	5	6
53	O=C(CSc1nnc(-c2ccc(F)cc2)c2ccccc12)Nc1ccccc1Cl	100	8	2.3	-0.1	5	-11	6	3	2	-4
54	O=C(c1ccco1)N(Cc1ccccc1)Cc1ccccn1	103	13	-0.1	-0.3	-5	3	2	-1	-7	2
55	CCC(CC)NC(=O)c1ccccc1Oc1ccccc1	97	-3	-0.9	0.2	-2	-8	4	-1	7	6
56	O=C(CCS(=O)(=O)c1ccccc1)N1CCCc2ccccc21	102	74*	-1.2	0.0	-2	-5	14	-1	-2	-1
57	COc1ccc(OC)c(CN2CCN(C(=O)c3cc4ccccc4cc3O)CC2)c1	99	-4	-1.5	2.1	4	-4	9	0	-1	-6
58	Cn1c(N)c(S(=O)(=O)c2ccc(Br)cc2)c2nc3ccccc3nc21	97	-1	0.6	-0.3	-11	-17	2	3	-4	-3
59	c1ccc(CN=C2Nc3ccccc3CS2)nc1	96	0	-0.5	0.2	5	-1	2	-4	-9	-1
60	COC(=O)c1ccc(CNC(=O)C(C)N=C2NS(=O)(=O)c3ccccc32)cc1 (stereo not given)	102	-5	-1.6	-0.1	1	4	5	1	-1	-5
61	COc1ccc2c(c1)CCCC21NC(=O)N(CC(=O)NCc2cccs2)C1=O (stereo not given)	94	-8	-1.4	0.4	5	26	-1	0	-8	-3
62	Nc1nonc1C(=O)NCCNS(=O)(=O)c1ccc(Br)cc1	100	-1	-0.1	-0.1	1	2	-2	0	-4	-11
63	COc1cc2c(cc1OC)C(CSc1ccccc1C(=O)O)=NC(C)(C)C2	100	-2	-1.4	0.0	1	1	-29	-2	3	-9
64	O=C(NC(NNc1ccc([N+](=O)[O-])cc1)(C(F)(F)F)C(F)(F)F)c1ccc(F)cc1	93	-4	-1.2	-0.1	-6	-14	9	-3	5	-7
65	O=C(Cc1cccc(NC(=O)C2CCCN(C(=O)C3CCCCC3)C2)c1)Nc1ccc(C(=O)N2CCOCC2)cc1 (stereo not given)	98	6	-0.2	0.0	5	-7	-3	2	0	-1
66	O=C(/C=C/c1cccs1)Nc1sc2c(c1C(=O)O)CCCC2	98	8	-3.0	0.1	-13	8	5	0	3	5
67	Cc1cc(N=Cc2cc(Cl)ccc2O)no1	97	-3	1.0	-0.2	6	-8	5	0	-7	12
